Autophagy mod = modulators of autophagy; calls only at 10 µM (by protocol); 190,000 compounds, 0.98% hits; MEF GFP-LC3 puncta imaging; test concentration mostly 10 µM;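 active = percentage of spot-positive cells more than 3 SD above its plate mean, without a fluorescence outlier flag or 80% toxicity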;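 note: spot-positive cell cutoff set from DMSO-treated cells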
Lipid droplet = hepatic lipid droplet formation modulation. AML12 mouse hepatocytes, oleate lipid droplets, BODIPY imaging. inhibition, % at 6.5 µM. 240,000 compounds, 0.4% hits. AID 1656;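 active = lipid droplet intensity inhibited by at least 50%, with more than 500 cells counted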
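Assay system: AML12 hepatocytes (mouse) / Also added: 100 µM oleic acid challenge / Times: overnight treatment with compound plus oleate / Detection: high-content imaging of BODIPY-stained droplets and DAPI nuclei / Evaluation: % inhibition of lipid droplet signal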
Ins promoter up = MIN6 insulin promoter up-regulation | MIN6 insulin promoter-GFP reporter, high-content imaging; stronger effect = higher value | 190,000 compounds, 0.3% hits | AID 1625 | z-score at 5 µM;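 active = z-score above 3 at 5 µM with at least 500 cells counted in the well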
Dynein transport = dynein cargo transport inhibition; 3617.4 mouse cells, GR-EGFP nuclear translocation imaging; test concentration mostly 20 µM; stimulated with dexamethasone, 1 µM; stronger effect = lower value; z-score, hits read low; 220,000 compounds, 0.47% hits; AID 1381;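 active = plate z-score of nuclear minus cytoplasmic receptor signal below a set negative limit, without overly bright fluorescence or cell loss, cut at about -3.5 in these data, passing the limit was not always enough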;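 note: z-score of nuclear minus cytoplasmic ring GR-EGFP intensity difference per well; some compounds called inactive have numbers as strong as hits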
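Buffer or medium: tetracycline-free induction medium containing charcoal-stripped FBS / Reagent: dexamethasone agonist, 1.0 µM final, for 30 min / Technique: automated 10x imaging of fixed Hoechst-stained cells / Times: induction 48 h, compound 1 h, agonist 30 min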
ER stress rescue = rescue of cells from ER stress-induced death, primary screen, 384-well, CSM14.1, thapsigargin, ATP luminescence (AID 1222); 190,000 tested, under 10 active; CSM14.1 thapsigargin-induced death rescue, ATP luminescence; higher % means a stronger effect; one-dose cellular ATP content (survival), % at 20 µM; EC50 in µM for titrated hits;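 active = EC50 below 50 µM in the dose-response confirmation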;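 note: death triggered by thapsigargin at about 15 µM added after 2 h compound pretreatment; cell ATP read after overnight thapsigargin exposure of roughly 18 to 22 hours; normalized against plate controls of thapsigargin alone and 5% DMSO vehicle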
P. falciparum M17LAP = P. falciparum M17LAP inhibitors, primary screen, biochemical, fluorogenic H-Leu-NHMec substrate, 1536-well (AID 1619). recombinant M17LAP, H-Leu-NHMec fluorogenic kinetic assay; higher % means a stronger effect. one-dose inhibition, % at 30 µM; IC50 in µM for titrated hits. 220,000 compounds, 0.38% hits;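 active = compound inhibiting the enzyme by more than half at any dose during confirmatory dose-response retesting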;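 note: plate controls were full reaction with DMSO carrier for no effect and no enzyme background for full effect; strong numbers were not always called active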
P. falciparum M1AAP = malaria alanyl aminopeptidase activity blockers – biochemical, fluorogenic H-Leu-NHMec substrate, 1536-well (AID 1445) | recombinant M1AAP, H-Leu-NHMec fluorogenic kinetic assay; higher % means a stronger effect | 220,000 compounds, 0.42% hits | one-dose inhibition, % at 30 µM; IC50 in µM for titrated hits;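 active = primary inhibition above the hit cutoff, then over 50% inhibition at one or more dose response concentrations, cut at about 23% in these data, passing the limit was not always enough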;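 note: plate controls were DMSO full reaction for no effect and no enzyme background for full effect; strong numbers were not always called active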
Yfh1-off respiration = enhancers of respiration in Yfh1-depleted yeast, dose response, Friedreich's ataxia, plus single-dose screen (AID 1465) | 220,000 compounds, 0.074% hits | S. cerevisiae Yfh1-off respiration, WST-1 reduction, 72 h; higher fold induction means a stronger effect | fold induction at 50 µM; hits with a dose series show EC50 in µM;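 active = fold induction of absorbance versus untreated yeast above a set limit, then at least 30% activation at any dose in follow-up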;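 note: activators that raise dye reduction in frataxin-depleted yeast; strong numbers were not always called active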
MT stabilize HCS = stabilizes microtubules in HeLa cells; HeLa tubulin immunostaining HCS, 24 h; share of cells brighter than vehicle mean+2SD; % tubulin-high responders, % at 10 µM; 200,000 compounds, 0.83% hits; AID 2205;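 active = plate Z-score above 3 for both tubulin-high and condensed-nucleus cell shares, with cell loss under 80%, at 10 µM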;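 note: anti alpha tubulin signal scored within the nucleus-defined area of each cell; some results filed as inactive read as strong as hits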
Dynein transport cytoplasmic EGFP = second read-out of Dynein transport, no call of its own (marks repeat the call); z-score; measured here: cytoplasmic GR-EGFP intensity; stronger effect = higher value
Dynein transport nuclear GR-EGFP = recorded beside Dynein transport, whose call it bears; z-score; measured here: nuclear GR-EGFP intensity;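 lower value marks the stronger effect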
Dynein transport cell count = further read-out of Dynein transport, marked with its call; z-score; measured here: cell count per field
Ins promoter up cell count = recorded beside Ins promoter up, whose call it bears; cell count; measured here: cytotoxicity, nuclei count;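 total cells summed across four imaged fields per well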
Lipid droplet cells 6.5 µM = further read-out of Lipid droplet, marked with its call; cell count; measured here: cell count, cytotoxicity flag;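 cells counted across two imaged fields per well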
MT stabilize HCS Hoechst-high % = also measured in MT stabilize HCS; calls as there; % Hoechst-high responders; measured here: nuclear condensation Hoechst responders;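 share of cells brighter than vehicle mean plus two SD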
MT stabilize HCS cytotoxicity % = recorded beside MT stabilize HCS, whose call it bears; toxicity, %; measured here: cytotoxicity by cell density;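 0% = mean cell density of plate MIN control wells and 100% = no cells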
Autophagy mod cell loss 18 h = further read-out of Autophagy mod, marked with its call; toxicity, %; measured here: cell loss, nuclei count;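 cell loss after 18 h compound exposure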
* = called active by the depositor; i = inactive; . = not tested or not shown. Hits appear at their usual frequency; any-hit rate near 3.5%.

Second line of a record: Autophagy mod, Autophagy mod cell loss 18 h, Lipid droplet, Lipid droplet cells 6.5 µM, Ins promoter up, Ins promoter up cell count, Dynein transport, Dynein transport cytoplasmic EGFP, Dynein transport nuclear GR-EGFP, Dynein transport cell count, ER stress rescue, P. falciparum M17LAP, P. falciparum M1AAP, Yfh1-off respiration, MT stabilize HCS, MT stabilize HCS Hoechst-high %, MT stabilize HCS cytotoxicity %
1) COc1cccc(CNS(=O)(=O)c2cc(Br)cc3c2N(C(C)=O)C(C)C3)c1 (centres undefined)
 : i, -7.5, 13.3, 822, ., ., 2.29, 0.0524, 1.12, -1.85, 3.5%, -4.2%, 1.8%, i, 1.8, 1.2, 8.0
2) Cc1nnc(NC(=O)c2ccc(C)c(S(=O)(=O)N3CCCCCC3)c2)s1
 : i, 4.2, -13.0, 633, 0.06, 1375, 2.5, 0.17, 1.12, -0.768, -1.4%, 2.7%, 8.1%, i, 3.2, 1.7, 3.5
3) COC(=O)CNc1ccc2c(c1)OCO2
 : i, -3.4, 13.6, 756, 0.08, 1253, -0.53, -0.169, -0.298, 0.0921, -2.2%, -10.9%, 4.3%, i, 2.2, 1.9, 4.5
4) CCc1ccccc1Nc1nc2ccccc2n1C
 : i, -4.2, 1.3, 716, 0.08, 1344, 0.378, -0.21, 0.488, -0.465, -1.1%, -5.3%, -3.0%, i, 1.6, 3.1, 10.0
5) COc1nccc(C(F)(F)F)c1C(=O)Nc1ccc(Cl)cc1
 : ., ., -2.1, 738, -0.13, 1263, -0.67, 0.114, -0.364, 0.0751, ., 2.1%, -0.5%, i, ., ., .
6) O=C(Nc1ccccc1)Nc1ccc2ocnc2c1
 : i, 12.9, ., ., -0.64, 1227, 0.655, -0.128, 0.546, 0.174, 0.4%, 19.2%, 0.1%, i, 4.2, 2.7, 8.7
7) CC(=O)c1ccccc1NCC(=O)Nc1ccc(C)cc1
 : i, 12.6, -9.6, 696, 0.65, 1516, 1.39, -0.127, 1.34, -1.73, -0.5%, 5.8%, 5.3%, i, 3.0, 1.3, 4.1
8) Cc1ccc(NC(=O)Nc2ncnc3nc[nH]c23)cc1
 : ., ., 29.0, 699, -0.62, 1082, 0.339, -0.0801, 0.816, -2.31, ., -4.0%, 0.4%, i, ., ., .
9) COC(=O)c1ccccc1NC(=O)NCc1ccccn1
 : i, -2.8, 2.7, 617, -0.22, 2008, -1.16, -0.269, -0.344, 0.737, -1.6%, 18.2%, 0.0%, i, 2.2, 0.2, 9.3
10) CCCCC#Cc1ccccc1CC(=O)Nc1ccccc1
 : i, -7.1, -4.5, 742, -0.05, 985, 0.468, -0.212, 0.607, 0.143, -5.1%, 9.6%, 5.5%, i, 5.0, 3.1, 5.3
11) CCOC(=O)C1=C(c2ccccc2)OC(N)=C(C#N)C1c1ccco1 (centres undefined)
 : i, -13.8, ., ., -0.44, 1243, -0.524, 0.283, -0.255, 0.547, -0.4%, 6.6%, 0.5%, i, 1.8, 2.1, 4.8
12) C#CCOCCOCCOCCNc1nc(N2CCN(C(=O)[C@H](CCC(=O)O)n3cc(C(N)Cc4ccc(O)cc4)nn3)CC2)nc(N2CCN(C(=O)[C@H](Cc3cc4ccccc4[nH]3)n3cc(C(N)CC(C)C)nn3)CC2)n1 (some centres undefined)
 : i, 13.2, -7.5, 691, 1.18, 1485, -0.32, -0.255, 0.178, 0.0101, -0.9%, 2.3%, 14.7%, ., 2.1, 1.4, 2.8

Part of the list above in order of molecular weight, highest first:
Second line of a record: Autophagy mod, Autophagy mod cell loss 18 h, Lipid droplet, Lipid droplet cells 6.5 µM, Ins promoter up, Ins promoter up cell count, Dynein transport, Dynein transport cytoplasmic EGFP, Dynein transport nuclear GR-EGFP, Dynein transport cell count, ER stress rescue, P. falciparum M17LAP, P. falciparum M1AAP, Yfh1-off respiration, MT stabilize HCS, MT stabilize HCS Hoechst-high %, MT stabilize HCS cytotoxicity %
12) C#CCOCCOCCOCCNc1nc(N2CCN(C(=O)[C@H](CCC(=O)O)n3cc(C(N)Cc4ccc(O)cc4)nn3)CC2)nc(N2CCN(C(=O)[C@H](Cc3cc4ccccc4[nH]3)n3cc(C(N)CC(C)C)nn3)CC2)n1 (some centres undefined)
 : i, 13.2, -7.5, 691, 1.18, 1485, -0.32, -0.255, 0.178, 0.0101, -0.9%, 2.3%, 14.7%, ., 2.1, 1.4, 2.8
5) COc1nccc(C(F)(F)F)c1C(=O)Nc1ccc(Cl)cc1
 : ., ., -2.1, 738, -0.13, 1263, -0.67, 0.114, -0.364, 0.0751, ., 2.1%, -0.5%, i, ., ., .
4) CCc1ccccc1Nc1nc2ccccc2n1C
 : i, -4.2, 1.3, 716, 0.08, 1344, 0.378, -0.21, 0.488, -0.465, -1.1%, -5.3%, -3.0%, i, 1.6, 3.1, 10.0

Quoted from the listing:
entry 6 – MT stabilize HCS cytotoxicity % = 8.7
entry 9 – P. falciparum M17LAP = 18.2%

Screens from PubChem BioAssay.
